From PubChem
Casp1 inh: qHTS Assay for Allosteric/Competitive Inhibitors of Caspase-1; Caspase-1 enzyme, Ac-WEHD-AFC fluorogenic rate; Potency, µM (titrated, usually from 57.5 µM), inactives show at the highest dose activity change, negative = inhibition, most hits filed as inhibitors; 75,000 compounds, 0.03% hits;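 also: potency is read from the fitted curve at half-maximal effect; plate controls were vehicle for no effect and no substrate for full effect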
HEK293 cAMP ctrl: qHTS Assay for Agonists of the Thyroid Stimulating Hormone Receptor: Activators of Intracellular cAMP Concentrations in Parental HEK 293. 73,000 compounds, 2.5% hits. parental HEK293 CNG cAMP sensor, membrane potential fluorescence. AID 938, 2007. Potency, µM (doses to about 57.1 µM), for the others: top-dose activation, most hits filed as activators; also: potency is read from the fitted curve at half-maximal effect; % of control where 0% means no effect; nearly all actives have a fitted effect of over 55% in size
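Parental HEK 293 cells stably expressing a modified CNG channel (no TSHR) report cAMP rise as membrane depolarization. Membrane potential dye with 100 uM RO 20-1724 was loaded for 60 min at room temperature, then compound added for 30 min; fluorescence read at 590 nm.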
Rhodamine autofl: qHTS Assay for Spectroscopic Profiling in Rhodamine Spectral Region. AID 594, 2007. 59,000 compounds, 0.05% hits. Rhodamine-region fluorescence, 547/598 nm, Tris buffer; hits give high values. max dye-equivalent concentration, M; in the data active = max dye-equivalent concentration above about 11 nM; inconclusive = between about 1.1 nM and that limit
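Intrinsic compound fluorescence, ex 547 / em 598 nm, CCD imager. Tris 100 mM pH 8.0; 15 min RT. Output = rhodamine dye-equivalent concentration at each compound concentration.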
FLuc inh: qHTS Assay for Inhibitors of Firefly Luciferase; Luciferin 4-monooxygenase (Photinus pyralis), P08659; purified firefly luciferase, luminescence, 8 min; Potency, µM (highest dose often 57.1 µM), without a hit: at the highest dose activity change, negative = inhibition, usual class: inhibitors; 72,000 compounds, 2.2% hits; also: potency is read from the fitted curve at half-maximal effect; % is scaled to controls: 0 for no effect and ±100 for the full control effect; nearly all actives have a fitted effect of over 40% in size
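Compounds were tested as concentration series (qHTS) against purified P. pyralis luciferase with luciferin and 10 uM ATP in 50 mM imidazole pH 7.2, 50 mM KCl, 7 mM MgCl2, 0.01% Tween 20, 0.05% BSA. Luminescence was read after 8 min at ambient temperature.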
HADH2 inhib: qHTS Assay for Inhibitors of HADH2 (Hydroxyacyl-Coenzyme A Dehydrogenase, Type II) | 3-hydroxyacyl-CoA dehydrogenase type-2 (Homo sapiens), Q99714 | recombinant HADH2, NADH fluorescence, beta-hydroxybutyryl-CoA | Potency, µM (titrated, usually from 57.1 µM), for inactives: top-dose activity change, negative = inhibition, usual class: inhibitors | 73,000 compounds, 3.4% hits | AID 886, 2007; also: potency is read from the fitted curve at half-maximal effect; % is scaled to controls: 0 for no effect and ±100 for the full control effect; nearly all actives have a fitted effect of over 60% in size; many of its hits are not listed in these tables
Target sequence (Q99714 whole entry, looked up, one chain of several): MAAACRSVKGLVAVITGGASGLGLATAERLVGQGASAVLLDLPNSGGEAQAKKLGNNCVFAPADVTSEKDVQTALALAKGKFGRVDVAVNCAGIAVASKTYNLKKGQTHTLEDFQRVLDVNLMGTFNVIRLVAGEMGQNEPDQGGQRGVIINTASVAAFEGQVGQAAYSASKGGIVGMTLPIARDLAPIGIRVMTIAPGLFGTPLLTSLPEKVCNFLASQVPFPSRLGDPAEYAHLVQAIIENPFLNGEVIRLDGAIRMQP
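Read-out: 360 nm excitation, 450 nm emission, kinetic over 4 min. Conditions: His-tagged human HADH2 20 nM, pH 9.0 Tris with Tween-20, 1 mM NAD+, 90 uM beta-hydroxybutyryl-CoA.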
Tau filament bind: qHTS Assay for Tau Filament Binding. Microtubule-associated protein tau (Homo sapiens), P10636. recombinant tau filaments, thioflavin S fluorescence, 15 h; filaments grown with octadecylsulfate alongside compound. Potency, µM (doses to about 57.1 µM), without a hit: at the highest dose activity change, negative = inhibition. 71,000 compounds, 2% hits. AID 596, 2007;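 also: potency is read from the fitted curve at half-maximal effect; % is scaled to controls: 0 for no effect and ±100 for the full control effect; actives lower thioflavin S fluorescence by blocking filaments or displacing dye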
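His-tagged recombinant human tau (exons 2, 3, 10; 1 uM final) fibrillized with 30 uM sodium octadecylsulfate, 15 h at 37 C, in pH 7.4 HEPES buffer with 10 uM thioflavine S and 5 mM DTT. Reduced ThS fluorescence (450/510 nm) marks activity.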
Caspase-7 inhib: qHTS Assay for Allosteric/Competitive Inhibitors of Caspase-7; P55210; recombinant caspase-7, Ac-DEVD-AFC fluorescence rate; Potency, µM (doses to about 57.5 µM), inactives show at the top dose activity change, negative = inhibition, actives largely listed as inhibitors; 75,000 compounds, 0.02% hits; active = well fitted inhibition curve with a large enough effect in the main read-out, with a control signal flat, not every such curve was filed as active; inconclusive = small, poorly fitted or top-dose-only effect, or a change in a side signal; also: potency is read from the fitted curve at half-maximal effect; % of control where 0% means no effect
Target sequence (P55210 24-198 limits assumed): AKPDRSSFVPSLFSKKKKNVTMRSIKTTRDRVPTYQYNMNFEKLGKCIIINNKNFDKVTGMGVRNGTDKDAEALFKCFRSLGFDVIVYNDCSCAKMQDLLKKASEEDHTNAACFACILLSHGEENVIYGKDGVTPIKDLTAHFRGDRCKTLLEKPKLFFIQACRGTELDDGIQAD
Target sequence (P55210 207-303 limits assumed): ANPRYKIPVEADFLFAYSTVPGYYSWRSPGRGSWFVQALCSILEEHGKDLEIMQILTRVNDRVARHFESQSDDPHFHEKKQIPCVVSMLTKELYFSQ
Fluorescein fluor: qHTS Assay for Spectroscopic Profiling in Fluorescein Spectral Region; Compound autofluorescence, 480/540 nm, fluorescein-equivalent; hits give high values; AID 593, 2007; max fluorescein-equivalent concentration, M; 59,000 compounds, 0.91% hits; in the data active = max fluorescein-equivalent concentration above about 10 nM; inconclusive = between about 1.1 nM and that limit
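Tris 100 mM pH 8.0; 15 min RT; CCD read, ex 480/em 540 nm. Output: fluorescein-equivalent concentration per compound concentration, from six-point dye series on each plate.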
Texas Red fluor: qHTS Assay for Spectroscopic Profiling in Texas Red Spectral Region; Compound fluorescence, Texas Red channel, 547/618 nm; hits give high values; max dye-equivalent concentration, M; 59,000 compounds, 0.06% hits; in the data active = max dye-equivalent concentration above about 10 nM; inconclusive = between about 1.1 nM and that limit
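Texas Red-region profiling: compounds in 100 mM Tris pH 8.0 were read at 547/618 nm after 15 min at room temperature. Intensities were normalized against a six-point Texas Red standard series to give dye-equivalent concentration.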
USP2a inhib: qHTS Assay for Inhibitors of Ubiquitin-specific Protease USP2a. 60,000 compounds, 0.1% hits. Ubiquitin carboxyl-terminal hydrolase 2 (Homo sapiens), O75604. Potency, µM (top dose mostly 38.3 µM), for inactives: top-dose activity change, negative = inhibition, actives largely listed as inhibitors. USP2a enzymatic assay, qHTS inhibition;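 also: potency is read from the fitted curve at half-maximal effect; nearly all actives have a fitted effect of over 60% in size; plate controls were DMSO for no effect and NEM full inhibition control for full effect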
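Coupled readout: USP2-cleaved Ub-PLA2 (20nM final) turns over NBD C6-HPC (20uM final), Ex 460nm/Em 535nm after 2.5 h, time-zero read flagging artifacts. Enzyme (20nM final, pH 8.0 Tris) given 30 min RT with compound first; NEM defines full inhibition.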
ERK AVP block: qHTS Assay for Inhibitors of the ERK Signaling Pathway using a Homogeneous Screening Assay; 72,000 compounds, 0.99% hits; Potency, µM (series often up to 57.5 µM), without a hit: at the highest dose activity, negative = inhibition, usual class: inhibitors; HEK293-V1b, vasopressin-stimulated pERK AlphaScreen; also: potency is read from the fitted curve at half-maximal effect; % is scaled to controls: 0 for no effect and ±100 for the full control effect; nearly all actives have a fitted effect of over 55% in size
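HEK293 cells stably expressing V1b receptor, preincubated 30 min at 37 °C with compound, then stimulated 5 min with 25 nM vasopressin. Phospho-ERK by AlphaScreen SureFire after 5 h RT; normalized to DMSO and vasopressin; AC50 by Hill fit.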
Active calls of the source: *; i = inactive; ? = inconclusive; . = no result given; [ ] = dose if it differs, or a comment. Unless noted, calls follow the shape of the dose curve; as a rule, active = well fitted curve in the direction sought with a large enough effect; inconclusive = small, poorly fitted or top-dose-only effect, or another doubt; inactive = no such curve, though single readings can be large; an effect the other way counts as inactive or inconclusive. The list is partial; rates above refer to the full screens.

Values run as follows: Casp1 inh	HEK293 cAMP ctrl	Rhodamine autofl	FLuc inh	HADH2 inhib	Tau filament bind	Caspase-7 inhib	Fluorescein fluor	Texas Red fluor	USP2a inhib	ERK AVP block
- CCCS(=O)(=O)N1CCC(C(=O)NCCc2ccc(OC)c(OC)c2)CC1
  2%	7%	i	-3%	-1%	3%	0%	i	i	10%	6%
- CCOC(=O)C1CCN(C(=O)CCc2ccccc2)CC1
  -1%	7%	i	2%	12%	-2%	1%	i	i	1%	-2%
- CCOC(=O)c1sc2ccc(S(=O)(=O)N3CCCCC3)cc2c1N
  -7%	?	i	0%	8%	12%	-6%	i	i	17%	-10%
- CCCCCC(=O)Nc1ccc(N2CCN(CC)CC2)c(Cl)c1
  2%	10%	i	-3%	9%	-17%	3%	i	i	15%	-8%
- O=C(c1cccc(-n2cnnn2)c1)N1CCOCC1
  0%	11%	i	2%	8%	-9%	1%	i	i	1%	-12%
- COc1ccc(CNC(=O)C(C#N)c2nc3ccccc3nc2N2CCN(C)CC2)cc1 (configuration not stated)
  -7%	-20%	i	2%	-8%	3.2µM*	-8%	i	i	40%[activator]	-9%
- O=c1cnc2cnc(N3CCOCC3)nc2n1CCc1ccccc1
  -5%	4%	i	-1%[11.4 µM]	1%	-2%	-7%	?	i	-4%	-9%
- CC(=O)c1ncnn1CC(=O)c1ccc(Cl)cc1Cl
  0%	22%	i	-2%	-7%	-2%	0%	i	?	0%	3%
- CCC(=O)Nc1nc2ccccc2n1CCN1CCOCC1
  0%	10%	.	3%	2%	3%	-1%	.	.	.	9%
- O=C(COc1ccccc1)N1CCNC1=O
  4%	0%	i	3%	-11%	-25%	0%	i	i	-1%	-3%

Given as labelled records: part of the list above.
smiles: CCCS(=O)(=O)N1CCC(C(=O)NCCc2ccc(OC)c(OC)c2)CC1
  Casp1 inh = 2%
  HEK293 cAMP ctrl = 7%
  Rhodamine autofl = i
  FLuc inh = -3%
  HADH2 inhib = -1%
  Tau filament bind = 3%
  Caspase-7 inhib = 0%
  Fluorescein fluor = i
  Texas Red fluor = i
  USP2a inhib = 10%
  ERK AVP block = 6%
smiles: CCOC(=O)C1CCN(C(=O)CCc2ccccc2)CC1
  Casp1 inh = -1%
  HEK293 cAMP ctrl = 7%
  Rhodamine autofl = i
  FLuc inh = 2%
  HADH2 inhib = 12%
  Tau filament bind = -2%
  Caspase-7 inhib = 1%
  Fluorescein fluor = i
  Texas Red fluor = i
  USP2a inhib = 1%
  ERK AVP block = -2%

The listing picks up, repeating the 3 entries before the break.
Values run as follows: Casp1 inh	HEK293 cAMP ctrl	Rhodamine autofl	FLuc inh	HADH2 inhib	Tau filament bind	Caspase-7 inhib	Fluorescein fluor	Texas Red fluor	USP2a inhib	ERK AVP block
- CC(=O)c1ncnn1CC(=O)c1ccc(Cl)cc1Cl
  0%	22%	i	-2%	-7%	-2%	0%	i	?	0%	3%
- CCC(=O)Nc1nc2ccccc2n1CCN1CCOCC1
  0%	10%	.	3%	2%	3%	-1%	.	.	.	9%
- O=C(COc1ccccc1)N1CCNC1=O
  4%	0%	i	3%	-11%	-25%	0%	i	i	-1%	-3%
- O=C1NC2(Nc3ccccc31)C(=O)Nc1ccccc12 (configuration not stated)
  -12%	13%	.	0%	-30%	2%	-22%	.	.	-2%	-8%
- COc1cccc(C(=O)N(CN2CCCC2=O)c2ccccc2OC)c1
  2%	-1%	i	1%	5%	-7%	-2%	?	i	0%	14%
- CCCC(CCC)C(=O)Nc1ccncc1
  0%	9%	i	0%	17%	-12%	1%	i	i	0%	-9%
- CC(=O)NCCSC(=O)c1ccc(F)cc1
  -2%	3.2µM*	.	-14%	3%	9%	0%	.	.	-8%	22%
- CCOC(=O)c1ccc(NC(=O)N2CCN(c3ccccn3)CC2)cc1
  1%	15%	i	-2%	-14%	15%	-2%	?	i	18%	?
- CCC(=O)N1CCN(c2ccccc2NC(=O)c2cccc(C)c2)CC1
  -1%	?	i	3%	?	-3%	-1%	?	i	1%	-11%
- CCOC(=O)C1CCN(C(=O)CN(c2ccc(Cl)c(C(F)(F)F)c2)S(C)(=O)=O)CC1
  1%	?	.	2%	11%	-2%	-1%	.	.	19%	49%[activator]
- CC(=O)c1cccc(NC(=O)N2CCCc3ccccc32)c1
  3%	1%	i	-2%	11%	-5%	2%	i	i	1%	-1%
- O=C(NCC(c1cccnc1)N1CCN(c2ccc(F)cc2)CC1)c1cccc(Cl)c1 (configuration not stated)
  -5%	20%	i	1%	3%	8%	-1%	i	i	29%	-8%
- CC#N
  -1%	-9%	.	.	-1%	3%	1%	.	.	.	-4%
